Assay outcomes from PubChem.
MsrA inhibitor – bovine MsrA enzyme inhibitors, primary screen, biochemical, absorbance, HTS | Methionine sulfoxide reductase A (Bos taurus) | purified bovine MsrA, absorbance read-out | inhibition, % at 15.5 µM | 0.75% of 360,000 active; in the data active means inhibition above about 4.5%;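 further: 0% = vehicle wells with enzyme and 100% = reference inhibitor wells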
Neddylation inh – inhibitors of cullin neddylation, primary screen, biochemical, TR-FRET, uHTS, NAE and Ubc12; calls only at 25 µM; 0.58% of 360,000 active; in the data active means inhibition above about 36%
E coli Lon inh – inhibitors of E. coli Lon protease, primary screen, biochemical, fluorescence polarization; purified E. coli Lon protease; inhibition, % at 7.94 µM; 0.42% of 360,000 active; AID 602123, 2011; in the data active means inhibition above about 13%, passing the limit was not always enough;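 further: 0% = enzyme with probe and DMSO and 100% = no enzyme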
MT1-MMP act inh – blockers of MT1-MMP proenzyme processing, primary screen, HT1080 RFP-PRO-GFP cells, GFP/RFP fluorescence. Matrix metalloproteinase-14 (Homo sapiens), P50281. GFP/RFP ratio fluorescence, overnight; percent of plate control window, DMSO zero. GFP/RFP ratio change, % at 20 µM. 0.061% of 360,000 active. AID 651647, 2012;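 active means GFP/RFP ratio change of at least 30% with cell ATP level not reduced by more than half and red fluorescence within 50% of control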; further: strong numbers were not always called active
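system = RFP-PRO-GFP reporter HT1080 cells | dosing = 20 µM single dose, 1% DMSO | timing = overnight cell settling, then overnight compound exposure, 37 °C, 5% CO2 | read-out basis = GFP/RFP fluorescence ratio | controls = DMSO and RFP-L50D-GFP cell wells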
CendR NRP1 mod – modulators of CendR peptide binding to NRP-1, primary screen, biochemical, fluorescence polarization, uHTS. inhibition, % at 25 µM. FAM-RPARPAR peptide binding to NRP-1. Neuropilin-1 (Homo sapiens), O14786. 0.85% of 360,000 active;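 active means inhibition or corrected inhibition above about 18%, plus a signal ratio from 0.5 to 1.5, limit read from the data, passing the limit was not always enough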; further: strong numbers were not always called active
Rin1-Abl PPI inh – inhibitors of Rin1-Abl protein binding, primary screen, biochemical, TR-FRET; inhibition, % at 7.35 µM; AID 588664, 2011; 0.4% of 360,000 active; Tyrosine-protein kinase ABL1 (Homo sapiens) + Ras and Rab interactor 1 (Homo sapiens), …; in the data active means inhibition above about 5%, passing the limit was not always enough
FAS TE block – FAS thioesterase domain inhibitors, primary screen, biochemical, fluorescence intensity, uHTS; Fatty acid synthase (Homo sapiens), P49327; recombinant FAS-TE, OMFH fluorogenic substrate, fluorescence endpoint; inhibition, % at 15 µM; 0.67% of 360,000 active;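 active means compounds whose normalised, plate-corrected inhibition of enzyme fluorescence in the single-dose primary screen is 50% or more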;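 further: 0% = DMSO with enzyme and 100% = substrate without enzyme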
Target sequence (P49327 whole entry, looked up, the tested form may be a part): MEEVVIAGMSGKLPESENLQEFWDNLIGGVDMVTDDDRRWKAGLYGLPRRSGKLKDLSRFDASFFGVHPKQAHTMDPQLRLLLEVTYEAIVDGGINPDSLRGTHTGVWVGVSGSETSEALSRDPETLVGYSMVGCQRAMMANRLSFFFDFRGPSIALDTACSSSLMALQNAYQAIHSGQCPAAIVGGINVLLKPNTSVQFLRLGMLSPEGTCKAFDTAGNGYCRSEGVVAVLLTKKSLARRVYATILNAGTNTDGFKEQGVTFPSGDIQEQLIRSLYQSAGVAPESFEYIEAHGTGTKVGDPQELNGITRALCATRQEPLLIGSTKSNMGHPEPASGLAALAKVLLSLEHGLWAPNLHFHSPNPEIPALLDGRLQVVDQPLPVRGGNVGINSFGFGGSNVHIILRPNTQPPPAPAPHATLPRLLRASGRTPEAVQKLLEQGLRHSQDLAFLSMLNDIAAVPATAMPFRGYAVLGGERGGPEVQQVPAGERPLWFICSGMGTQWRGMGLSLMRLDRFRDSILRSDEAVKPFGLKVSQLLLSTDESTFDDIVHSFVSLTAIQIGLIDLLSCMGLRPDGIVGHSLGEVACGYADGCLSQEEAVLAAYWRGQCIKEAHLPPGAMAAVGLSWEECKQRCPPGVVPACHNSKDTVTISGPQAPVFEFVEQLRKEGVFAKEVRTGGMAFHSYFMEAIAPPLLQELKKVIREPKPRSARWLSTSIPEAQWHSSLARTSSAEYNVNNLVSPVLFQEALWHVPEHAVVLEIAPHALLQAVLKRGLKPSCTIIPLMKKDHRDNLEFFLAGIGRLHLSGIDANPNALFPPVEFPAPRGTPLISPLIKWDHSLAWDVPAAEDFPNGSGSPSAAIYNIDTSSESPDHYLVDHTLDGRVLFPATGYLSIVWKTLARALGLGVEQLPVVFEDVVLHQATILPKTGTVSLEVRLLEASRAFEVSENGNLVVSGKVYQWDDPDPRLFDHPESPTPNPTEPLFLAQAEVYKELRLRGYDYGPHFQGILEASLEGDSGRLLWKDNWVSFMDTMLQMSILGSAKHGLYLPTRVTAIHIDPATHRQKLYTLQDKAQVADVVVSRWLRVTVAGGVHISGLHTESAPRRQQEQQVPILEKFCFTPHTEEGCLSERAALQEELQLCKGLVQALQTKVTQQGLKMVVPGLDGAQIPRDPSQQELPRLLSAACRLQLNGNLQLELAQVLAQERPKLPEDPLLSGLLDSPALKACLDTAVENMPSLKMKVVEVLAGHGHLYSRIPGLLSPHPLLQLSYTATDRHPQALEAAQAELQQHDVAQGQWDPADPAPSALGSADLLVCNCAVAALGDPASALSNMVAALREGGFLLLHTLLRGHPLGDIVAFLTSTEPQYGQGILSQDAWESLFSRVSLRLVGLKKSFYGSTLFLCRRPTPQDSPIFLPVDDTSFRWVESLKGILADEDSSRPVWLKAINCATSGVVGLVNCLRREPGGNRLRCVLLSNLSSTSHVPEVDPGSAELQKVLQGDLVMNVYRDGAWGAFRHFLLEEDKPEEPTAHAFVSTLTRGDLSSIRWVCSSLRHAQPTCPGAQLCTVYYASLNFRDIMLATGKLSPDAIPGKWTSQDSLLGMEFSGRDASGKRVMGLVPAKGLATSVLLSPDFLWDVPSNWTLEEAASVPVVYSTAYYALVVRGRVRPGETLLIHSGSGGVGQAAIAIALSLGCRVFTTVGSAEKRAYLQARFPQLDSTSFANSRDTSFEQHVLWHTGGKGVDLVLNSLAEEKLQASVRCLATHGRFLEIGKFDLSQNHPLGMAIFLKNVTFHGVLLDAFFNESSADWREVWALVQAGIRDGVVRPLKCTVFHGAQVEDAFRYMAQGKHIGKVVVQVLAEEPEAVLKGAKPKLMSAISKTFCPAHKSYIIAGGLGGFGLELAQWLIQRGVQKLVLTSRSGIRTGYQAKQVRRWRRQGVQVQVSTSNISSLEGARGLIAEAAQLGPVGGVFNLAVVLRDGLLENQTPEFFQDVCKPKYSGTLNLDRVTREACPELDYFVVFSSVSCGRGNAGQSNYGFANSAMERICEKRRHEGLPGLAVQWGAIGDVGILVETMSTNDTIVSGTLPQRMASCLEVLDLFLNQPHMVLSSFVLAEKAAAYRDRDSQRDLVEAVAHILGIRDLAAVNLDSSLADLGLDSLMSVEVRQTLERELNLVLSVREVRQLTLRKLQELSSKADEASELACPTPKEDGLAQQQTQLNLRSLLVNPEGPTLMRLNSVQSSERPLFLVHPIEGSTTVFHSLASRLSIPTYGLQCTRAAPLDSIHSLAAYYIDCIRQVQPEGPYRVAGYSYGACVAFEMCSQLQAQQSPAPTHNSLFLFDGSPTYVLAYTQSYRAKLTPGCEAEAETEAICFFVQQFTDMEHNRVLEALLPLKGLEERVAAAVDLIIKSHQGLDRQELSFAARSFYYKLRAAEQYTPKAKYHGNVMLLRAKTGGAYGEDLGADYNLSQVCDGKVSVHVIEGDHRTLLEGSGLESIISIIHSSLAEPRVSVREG
SKN-1 inh – suppressors of acrylamide-induced Pgst-4::GFP reporter in worms, primary screen, SKN-1 inhibitor project, whole organism, uHTS, GFP/RFP fluorescence ratio, strain VP596 | inhibition, % at 21.8 µM | C. elegans VP596 Pgst-4::GFP/RFP ratio, 24 h | 0.49% of 360,000 active | AID 624304, 2012;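 active means interference check ratio from 0.5 to 1.5 plus GFP to RFP signal ratio inhibition reaching or exceeding a fixed threshold, cut at about 30% in these data, passing the limit was not always enough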; further: some compounds called inactive have numbers as strong as hits
MsrA act – bovine MsrA enzyme activators, primary screen, biochemical, absorbance, HTS. purified bovine MsrA, absorbance read-out. 0.3% of 360,000 active. activation, % at 10.6 µM. AID 602163, 2012; in the data active means activation above about 7.5%;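 further: 0% = vehicle and 100% = reference activator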
An asterisk follows results filed as active; i = inactive; . = no result given. Not a hit list; any-hit rate near 4.2%.

SMILES	MsrA inhibitor	Neddylation inh	E coli Lon inh	MT1-MMP act inh	CendR NRP1 mod	Rin1-Abl PPI inh	FAS TE block	SKN-1 inh	MsrA act
Cc1nn2c(NCC(C)C)c3c(nc2c1-c1ccccc1)CCC3	.	i	-5	2	-10	2	2	3	-2
COc1cc(NC(=O)COC(=O)CNC(=O)c2ccc(C)s2)cc(OC)c1	1.0	i	-1	1	4	1	-5	-1	-3
O=C(O)CSCc1ccc(Cl)cc1	-0.7	i	-14	4	7	1	-9	20	-9
O=C(NCC1(N2CCOCC2)CCCCC1)c1cccc(S(=O)(=O)Nc2ccc(F)cc2)c1	-0.4	i	7	-1	-3	5	5	-10	-1
CCOC(=O)c1cn(-c2ccc([N+](=O)[O-])cc2)c2cc(Cl)c([N+](=O)[O-])cc2c1=O	-0.5	i	6	0	16	-1	13	0	-11
Cc1ccc(NC(=O)CSCc2cc(=O)n3cc(C)sc3n2)cc1	0.9	i	-10	6	9	-2	-3	2	-1
CCn1c(=N)n(CC(=O)c2cccc([N+](=O)[O-])c2)c2ccccc21	-1.1	i	-1	-1	-1	4	9	5	-6
O=C(N=Nc1c(O)[nH]c2ccc(F)cc12)C1COc2ccccc2O1 (centres undefined)	-0.4	i	-12	-4	-3	-3	2	-4	-4
COC(=O)c1ccc(NC(=O)CSc2nc3ccccc3c(=O)[nH]2)cc1	0.6	i	-1	7	3	-2	-10	2	1
CC1OC1c1ccc(-c2ccc(C3OC3C)cc2)cc1 (centres undefined)	0.4	i	-6	2	1	1	15	-7	-3
Cc1ccc(C2(C)NC(=O)N(CC(=O)NCc3ccccc3Cl)C2=O)cc1 (centres undefined)	0.4	i	6	6	9	0	1	2	-1
O=C(NCc1ccc(F)cc1)c1cc(C2CCCN(S(=O)(=O)c3ccccc3)C2)on1 (centres undefined)	2.1	i	-2	-4	-17	-1	20	23	-4
CC[C@H](C)[C@H](NC(N)=O)C(=O)Nc1ccc2c(c1)OCO2	-0.1	i	-6	-11	0	-4	-1	-5	-2
COC(=O)c1ccn(Cc2ccccc2Cl)n1	-1.7	i	8	1	5	-2	-4	0	-2
Cc1cccc(OCCOCCN2CCOCC2)c1C	-0.4	i	5	-1	3	-8	-6	8	-2
COc1ccc(NC(=O)C2C(=O)NC3(C)CC2c2ccccc2O3)cc1 (centres undefined)	0.8	i	4	-3	33*	-2	-5	-8	-6
Cc1nc2cc(OCc3cc(C(=O)NC(C)c4cnn(C)c4)no3)ccc2s1 (centres undefined)	1.7	i	-10	0	14	0	-4	33	-1
Cc1cc(=O)[nH]c(SCc2nnnn2-c2ccc(Cl)cc2)n1	0.9	i	-3	8	0	-1	-9	-6	-2
O=C(Cn1c(-c2cscn2)nc2ccccc21)Nc1ccccc1F	-0.2	i	-2	3	0	-3	-6	10	-3
Nc1c(C(=O)Nc2ccc3c(c2)OCCO3)nnn1Cc1ccc(Cl)cc1	-0.6	i	0	7	8	-1	-1	-12	-1

4 compounds already listed, arranged by SMILES length, falling:
SMILES	MsrA inhibitor	Neddylation inh	E coli Lon inh	MT1-MMP act inh	CendR NRP1 mod	Rin1-Abl PPI inh	FAS TE block	SKN-1 inh	MsrA act
Nc1c(C(=O)Nc2ccc3c(c2)OCCO3)nnn1Cc1ccc(Cl)cc1	-0.6	i	0	7	8	-1	-1	-12	-1
Cc1cc(=O)[nH]c(SCc2nnnn2-c2ccc(Cl)cc2)n1	0.9	i	-3	8	0	-1	-9	-6	-2
O=C(Cn1c(-c2cscn2)nc2ccccc21)Nc1ccccc1F	-0.2	i	-2	3	0	-3	-6	10	-3
COC(=O)c1ccn(Cc2ccccc2Cl)n1	-1.7	i	8	1	5	-2	-4	0	-2

Carrying on:
SMILES	MsrA inhibitor	Neddylation inh	E coli Lon inh	MT1-MMP act inh	CendR NRP1 mod	Rin1-Abl PPI inh	FAS TE block	SKN-1 inh	MsrA act
Cc1ccc(/C=C/c2nc3ccccc3c(=O)[nH]2)cc1	-0.7	i	3	0	2	-2	-1	9	2
CC1(C)Cc2cccc(Oc3ccc(S(=O)(=O)N4CCCC4)cn3)c2O1	-0.6	i	3	1	2	1	10	-3	-2
COc1ccc(-c2c(NCCc3ccccc3)c(=O)c2=O)cc1	0.6	i	-9	4	7	-4	-6	-29	-1
COc1ccccc1CNC(=O)CSC(=S)N1CCCC1	0.1	i	-4	2	-6	0	-7	-11	-2
Cc1cc(C)n(-c2ccc(C(=O)Nc3cccc([N+](=O)[O-])c3)cc2)n1	-0.8	i	3	1	4	3	26	4	-2
COC(=O)C1=C(CS(=O)(=O)c2ccccc2)NC(=O)NC1c1ccccc1 (centres undefined)	-0.2	i	-1	2	-12	4	-2	-18	-3
CC(C)(C)c1ccc(C(=O)NCCCN2CCN(CCCNC(=O)c3ccc(C(C)(C)C)cc3)CC2)cc1	-1.4	i	0	-33	-14	2	11	3	-4
Cc1cc2ccccc2c(=O)n1CC(=O)NCc1ccco1	2.4	i	-3	2	-2	0	-4	-25	-8
COc1cc(Cl)c(C)cc1NC(=O)CCN1C(=O)NC(C)(C)C1=O	0.4	i	2	1	-12	-1	-8	8	-3
COc1ccccc1-c1cc(C(=O)NCc2ccco2)no1	0.4	i	4	0	21	-1	7	4	-2

Copied from the list:
COc1ccccc1-c1cc(C(=O)NCc2ccco2)no1 @ MsrA act = -2
CC1(C)Cc2cccc(Oc3ccc(S(=O)(=O)N4CCCC4)cn3)c2O1 @ MsrA act = -2
Cc1cc(C)n(-c2ccc(C(=O)Nc3cccc([N+](=O)[O-])c3)cc2)n1 @ CendR NRP1 mod = 4
Cc1ccc(/C=C/c2nc3ccccc3c(=O)[nH]2)cc1 @ FAS TE block = -1
CC(C)(C)c1ccc(C(=O)NCCCN2CCN(CCCNC(=O)c3ccc(C(C)(C)C)cc3)CC2)cc1 @ E coli Lon inh = 0
Cc1cc2ccccc2c(=O)n1CC(=O)NCc1ccco1 @ MsrA inhibitor = 2.4

Next part.
SMILES	MsrA inhibitor	Neddylation inh	E coli Lon inh	MT1-MMP act inh	CendR NRP1 mod	Rin1-Abl PPI inh	FAS TE block	SKN-1 inh	MsrA act
CCOC(=O)c1c[nH]n2c(=O)cc(C)nc12	-0.2	i	4	5	-5	0	-2	11	-5
COc1ccc(C(=O)N/N=c2\oc3ccccc3cc2C(=O)NCc2ccccc2)cc1	-0.8	i	-1	3	12	3	15	10	0
Cc1ccc(S(=O)(=O)N2CC=C(c3ccc(F)cc3)CC2)cc1	-1.0	i	-6	1	4	-4	32	-1	-1
CCCCCN(C(=O)CCC(=O)OCC(=O)NCc1cccc(OC)c1)c1c(N)n(CCCC)c(=O)[nH]c1=O	-0.4	i	-2	-6	14	-1	-4	-4	-1
CC(C)Nc1nc(NCCN2CCNC2=O)c2sccc2n1	2.1	i	7	0	7	-3	0	-4	-2
S=C(NCCc1ccccc1)N/N=C/c1c(Cl)cccc1Cl	-0.3	i	4	2	4	-1	23	1	-3
Cc1cc(=O)c2c(N(C)C)cccc2[nH]1	1.9	.	-6	3	-9	-1	-6	-2	-1
O=C(NC1CCS(=O)(=O)C1)c1ccc(Br)o1 (centres undefined)	-0.1	i	-2	-1	3	2	-3	3	-4
CC(C(=O)O)n1c2ccccc2c2cn[nH]c(=O)c21 (centres undefined)	-0.6	i	4	-9	-5	-5	-1	10	-3
CCCCc1nnc(NC(=O)CN2C(=O)C3CCCCC3C2=O)s1 (centres undefined)	0.2	i	2	3	-2	-3	-2	-5	-3
COc1ccc(NC(=O)c2cc(-c3ccc(F)cc3OC)n[nH]2)cc1OC	3.2	i	-9	0	-7	-2	3	13	-1
CSc1cccc(NC(=O)CC(C)n2ccnc2)c1 (centres undefined)	-0.3	i	3	0	4	2	-5	-9	-1
Cc1ccc(F)cc1NC(=O)c1cccc2nccnc12	-0.6	i	6	2	-13	-1	-1	-4	-2
COc1ccc(N2C(=O)c3ccc(C(=O)OC(C)C)cc3C2=O)cc1	-0.9	i	7	-6	2	0	-7	1	-11
Cc1nn(-c2cccc(Cl)c2)c(Cl)c1/C=N/NC(=O)c1cccs1	-1.4	i	-3	2	10	-2	-4	9	-4
CC(=O)c1ccc(Cc2ccc(C(C)=O)cc2)cc1	0.4	i	-1	-2	-5	0	11	10	-3
O=C(COC(=O)c1cc([N+](=O)[O-])ccc1N1CCOCC1)c1ccccc1Cl	0.9	i	-3	3	10	-2	46	-7	-5
O=C(NCCCn1ccnc1)c1ccc(S(=O)(=O)N2CCCCCC2)cc1	0.6	i	-5	1	-5	1	-5	12	-7
CCC1(c2ccccc2)CN(C)C1=O (centres undefined)	0.5	i	3	-1	2	0	-7	13	-7
O=C(Nc1nccs1)c1ccc(-c2ccc(F)c(Cl)c2)o1	1.3	i	-7	4	3	3	26	32	0
CCCS(=O)(=O)NC(=O)C1(C)CCCN(C(=O)c2ccc(OC)cc2OC)C1 (centres undefined)	-0.2	i	-8	-1	-1	-3	-8	3	-6
Cc1nn(C)cc1CN(C)Cc1ccc(OCC(O)CN2CCCCC2)cc1 (centres undefined)	-0.8	i	-11	-4	1	-1	-7	-12	-10
COc1cc(C(C)=O)ccc1Oc1ncnc2c1cnn2-c1ccccc1	0.5	i	2	9	1	2	-17	2	-6
CCCCC(=O)OCc1nc(N)nc(Nc2ccccc2C)n1	0.9	i	-7	6	-11	1	-4	-2	-10
CC1=CC2=NCC(O)CN2C=C1 (centres undefined)	0.3	i	2	-4	-3	2	-7	7	-4
Cc1cc(=O)oc2cc(OCc3ccc(C(=O)OCC(=O)Nc4ccccc4OC(F)F)cc3)ccc12	-0.6	i	6	-3	-2	-1	5	-6	-3
C/C(=N\Nc1c(F)c(F)c(Br)c(F)c1F)c1ccncc1	0.8	i	4	-4	-10	-5	19	18	-1
CCOc1ccc(NC(=O)c2ccc(-c3csc(C)n3)cc2)cc1	0.1	i	2	3	5	2	-8	6	-2
CC1(C)CC(=Cc2cc(O)ccc2[N+](=O)[O-])C(=O)c2ccccc21	.	i	-13	7	-6	-2	-28	8	-4
COC(=O)CNC(=O)C1Cc2ccccc2CN1S(=O)(=O)c1ccc(F)cc1 (centres undefined)	0.3	i	-10	0	0	-1	-5	13	-3

In the list so far, these have bromine:
SMILES	MsrA inhibitor	Neddylation inh	E coli Lon inh	MT1-MMP act inh	CendR NRP1 mod	Rin1-Abl PPI inh	FAS TE block	SKN-1 inh	MsrA act
O=C(NC1CCS(=O)(=O)C1)c1ccc(Br)o1 (centres undefined)	-0.1	i	-2	-1	3	2	-3	3	-4
C/C(=N\Nc1c(F)c(F)c(Br)c(F)c1F)c1ccncc1	0.8	i	4	-4	-10	-5	19	18	-1
